Screening results (PubChem)
TSG101-PTAP inh – blocks PTAP/TSG101 interaction to inhibit HIV-1 budding | Fluorescence polarization, FITC-PTAP peptide / Tsg101 binding | Potency, µM (top dose mostly 115 µM), for inactives: at the highest dose activity change, negative = inhibition, usual class: inhibitors | AID 493005 | Q99816 | 340,000 tested, under 10 active; active = well fitted inhibition curve with a large enough effect in the main read-out, with a control signal flat, not every such curve was filed as active; inconclusive = small, poorly fitted or top-dose-only effect, or effect the other way, or a change in a side signal; inactive = no such curve, though single readings can be large or run the other way; also: potency is read from the fitted curve at half-maximal effect; % of control where 0% means no effect
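Compounds were pin-transferred onto Tsg101 binding domain (10 uM final) in HEPES pH 7.5 buffer, then FITC-PTAP peptide was added at 50 nM final. After 20 min at RT, polarization reported peptide displacement across a qHTS concentration series.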
B2AR arrestin – agonists driving beta-arrestin recruitment to human beta2-adrenergic receptor. beta-arrestin recruitment to beta2AR, cell-based reporter. Potency, µM (highest dose often 46.1 µM), inactives show at the highest dose activation, usual class: activators. 330,000 compounds, 0.02% hits;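 also: potency is read from the fitted curve at half-maximal effect; 0% = DMSO controls and full agonism = EC100 isoproterenol or metaproterenol; nearly all actives have a fitted effect of over 65% in size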
MLL CXXC-DNA inh – blocks binding of human MLL CXXC domain to DNA; MLL-CXXC / FITC-HOXA9 DNA fluorescence polarization; Potency, µM (series often up to 115 µM), inactives show at the highest dose activity change, negative = inhibition, actives largely listed as inhibitors; 290,000 compounds, 0.037% hits; active = well fitted inhibition curve with a large enough effect in the polarisation, with a control signal flat, not every such curve was filed as active; inconclusive = small, poorly fitted or top-dose-only effect, or effect the other way, or a change in a side signal; inactive = no such curve, though single readings can be large or run the other way; the % refers to the polarisation; also: potency is read from the fitted curve at half-maximal effect
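Fluorescence polarization: 7 uM MLL-CXXC (stock) preincubated 5 min with compounds, then 50 nM fluorescein-HOX-A9 DNA (stock) added; 30 min ambient. Buffer 50 mM Tris-HCl pH 7.5, 50 mM NaCl, 1 mM DTT, 0.05% BSA.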
TCR act – activators of T cell receptors; primary human leukocytes, anti-CD3, IL-2 HTRF, 48 h; Potency, µM (doses to about 9.22 µM), without a hit: at the highest dose activation of IL-2 secretion, hits mostly activators; 330,000 tested, under 10 active; AID 504894; also: % of control where 0% means no effect
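IL-2 produced over 48 hr by a-CD3 bead-stimulated primary human leukocytes exposed to compounds was detected with a homogeneous time-resolved FRET immunoassay, 665nm acceptor signal after 320nm excitation.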
p53 reactivator – re-activators of mutant p53; H1299 p53-A138V BP100-luciferase reporter, luminescence, 24 h; Potency, µM (highest dose often 92.2 µM), for the others: at the top dose activity change, positive = activation, most hits filed as activators; 320,000 compounds, 0.063% hits; AID 504706; also: potency is read from the fitted curve at half-maximal effect; % of control where 0% means no effect; nearly all actives have a fitted effect of over 45% in size
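p53-null H1299 cells stably carrying temperature-sensitive p53-A138V and a BP100-luciferase reporter were pinned with compounds (4-point, 1:5 series) and held 24 hrs at 37 deg C. Luminescence was read 10 min after detection reagent.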
TRPV1 ag – agonists of human vanilloid receptor 1 (TRPV1). Q8NER1. TRPV1-expressing cells, Fluo-8 calcium influx, agonist mode. activation, % at 8.33 µM. 320,000 compounds, 0.19% hits. AID 540275; in the data active = activation above about 80%; inconclusive = between about 30% and that limit; also: 0% is about no effect
Target sequence (Q8NER1 whole entry, looked up): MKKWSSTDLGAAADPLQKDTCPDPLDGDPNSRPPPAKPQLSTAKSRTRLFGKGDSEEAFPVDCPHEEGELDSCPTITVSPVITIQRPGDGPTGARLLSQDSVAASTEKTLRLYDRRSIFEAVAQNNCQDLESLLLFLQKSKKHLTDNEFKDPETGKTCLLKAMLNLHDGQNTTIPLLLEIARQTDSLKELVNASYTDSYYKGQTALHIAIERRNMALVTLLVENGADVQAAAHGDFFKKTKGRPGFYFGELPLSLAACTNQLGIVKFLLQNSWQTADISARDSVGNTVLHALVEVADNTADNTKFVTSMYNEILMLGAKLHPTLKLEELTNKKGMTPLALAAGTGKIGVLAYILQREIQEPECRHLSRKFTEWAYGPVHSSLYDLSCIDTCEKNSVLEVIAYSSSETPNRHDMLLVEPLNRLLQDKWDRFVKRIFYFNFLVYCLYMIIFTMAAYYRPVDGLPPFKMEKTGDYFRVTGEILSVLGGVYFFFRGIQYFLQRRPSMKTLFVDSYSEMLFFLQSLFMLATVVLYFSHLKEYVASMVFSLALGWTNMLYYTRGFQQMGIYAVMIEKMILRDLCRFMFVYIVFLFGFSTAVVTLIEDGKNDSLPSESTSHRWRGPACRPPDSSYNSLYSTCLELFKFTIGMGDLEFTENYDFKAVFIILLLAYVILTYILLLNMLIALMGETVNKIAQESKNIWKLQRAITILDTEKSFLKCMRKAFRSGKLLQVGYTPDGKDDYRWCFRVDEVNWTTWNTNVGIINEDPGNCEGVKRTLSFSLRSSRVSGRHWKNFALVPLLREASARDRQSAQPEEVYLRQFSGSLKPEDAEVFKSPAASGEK
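TRPV1-expressing cells were cultured overnight at 35.5C and loaded with Fluo-8 calcium dye for 40 to 90 min at room temperature. After a 10 s baseline, compound was added and calcium influx was read kinetically for 3 min (ex 480/em 520 nm).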
a7 integrin act – integrin-mediated muscular dystrophy alleviation activation; alpha7betagal myoblasts, beta-gal FDG fluorescence, 48 h; Potency, µM (series often up to 38.3 µM), without a hit: at the top dose activation, actives largely listed as activators; 350,000 compounds, 0.064% hits;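 also: potency is read from the fitted curve at half-maximal effect; 100% = response of the positive control SU9516; nearly all actives have a fitted effect of over 60% in size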
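Alpha7betagal+/- myoblasts (passage 13) were plated 16-24 hr, then exposed to compounds (1:260 dilution of DMSO stock) for 48 hours at 37C. After MPER lysis, β-galactosidase reporter activity was read as FDG fluorescence (ex 480/em 540) after 30 minutes.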
BRCA1 expr act – increases BRCA1 expression; MCF7-BRCA1-FFLuc reporter, luminescence, 48 h; response scale: scaled: vehicle 0%, 10 µM genistein 100%; Potency, µM (doses to about 46.1 µM), without a hit: at the top dose activation, actives largely listed as activators; 380,000 compounds, 1.1% hits; AID 624202; also: potency is read from the fitted curve at half-maximal effect; nearly all actives have a fitted effect of over 80% in size; some results filed as inactive show a strong effect at the top dose
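48 h compound treatment of MCF7-BRCA1-FFLuc cells (phenol-red free MEM, 37 °C), then 15 min with luciferase substrate and luminescence imaging.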
A-T KAP1 phos – potential ataxia-telangiectasia treatment; […] A-T fibroblasts, KAP-1 phosphorylation AlphaLISA; neocarzinostatin DNA damage 30 min before lysis; Potency, µM (series often up to 57.5 µM), for inactives: at the highest dose activation, usual class: activators; 320,000 compounds, 0.19% hits; AID 485349; also: potency is read from the fitted curve at half-maximal effect; % of control where 0% means no effect; nearly all actives have a fitted effect of over 45% in size
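ATM-like activity read as KAP-1 phosphorylation via AlphaLISA donor/acceptor antibody pairs after lysis and 6 hr at 25C. Cells were ATM-null patient fibroblasts ([…], hTERT), dosed 60 min, then exposed to the DSB inducer NCS for 30 min.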
ELG1 DNA repair – inhibitors of ELG1-dependent DNA repair in HEK293T cells | HEK293T ELG1-luciferase reporter, luminescence, 16 h; DNA damage induced by 5-fluorouridine | Potency, µM (top dose mostly 46.1 µM), for inactives: at the highest dose activity change, negative = inhibition, hits mostly inhibitors | 330,000 compounds, 2.3% hits | AID 504467; also: potency is read from the fitted curve at half-maximal effect; % is scaled to controls: 0 for no effect and ±100 for the full control effect; nearly all actives have a fitted effect of over 55% in size
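Reporter activity after DNA damage by 5-fluorouridine is monitored. Compound-treated cells incubate 16 hr at 37 °C, then ONE-Glo is added for 30 min before luminescence reading.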
Active calls of the source: *; ? = inconclusive; / = no result given; & = joins results of further samples; [ ] = another dose, or the depositor's remark. Unless noted, calls follow the shape of the dose curve; as a rule, active = well fitted curve in the direction sought with a large enough effect; inconclusive = small, poorly fitted or top-dose-only effect, or another doubt; inactive = no such curve, though single readings can be large; an effect the other way counts as inactive or inconclusive.

SMILES	TSG101-PTAP inh	B2AR arrestin	MLL CXXC-DNA inh	TCR act	p53 reactivator	TRPV1 ag	a7 integrin act	BRCA1 expr act	A-T KAP1 phos	ELG1 DNA repair
CC(C)Nc1ccc(C(CC(N)=O)NC(=O)c2ccccc2)cc1[N+](=O)[O-] (centres undefined)	-9%	-0.5%	-7%	-11%	-1%	2	-36%	2%	-2%	3%
Cc1cc(=O)c2ccc(Cl)cc2[nH]1	1%	-0.9%	-1%	-1%	-2%	2	16%	-5%	-2%	-25%
CCCC/S(CC1CC1(Cl)Cl)=N\S(=O)(=O)c1ccc(C)cc1 (centres undefined)	-3%	0.0%	-8%	3%	-11%	15	5%	-37%	-4%	2%
Cc1noc(C)c1COc1ccccc1C(=O)N1CCN(S(=O)(=O)c2ccccc2C(F)(F)F)CC1	0%	0.0%	/	-3%	-2%	1	-2%	-25%	3%	-11%
O=C(Cc1ccc(Br)cc1)N1CCOCC1	0%	-1.6%	-4%	/	/	5	3%	47%	9%	?
CCOC(=O)c1ccc(NC(=O)c2nc[nH]c2C(=O)N(CC)CC)cc1	-3%	-0.1%	16%	-10%	-4%	3	15%	-2%	0%	19%
Cc1nnc(NC(=O)CSc2nccn2Cc2ccccc2)s1	/	0.6%	9%	-1%	24%	-1	-1%	-2%&-3%	-2%	1%
COc1ccc(C(=O)NC2CC3CCCC(C2)N3Cc2ccccc2)cc1OC (centres undefined)	-7%	0.5%	9%	-5%	/	-3	5%	10%	-4%	-6%
O=C(NCC1CCCO1)C1CCC(=O)N1Cc1ccccc1Cl (centres undefined)	-2%	-0.3%	-5%	1%	?	8	-4%	5%	14%	13%
N#CN/C(=N\S(=O)(=O)c1ccccc1)c1ccccc1	0%	0.0%	-1%	0%	?	2	-22%	-26%	-3%	-6%
CCc1ccc(CNC(=O)C2CCCN(c3nn4c(=O)cc(C)nc4s3)C2)cc1 (centres undefined)	-1%	0.0%	/	1%	/	1	2%	19%	-1%	-1%
ON1C2CCCCC2N(O)C1c1ccccc1C(F)(F)F (centres undefined)	-4%	0.1%	3%	3%	-7%	-5	9%	0%	3%	-1%
Cn1c(-c2cnn(-c3ccccc3)c2-n2cccc2)n[nH]c1=S	-2%	-0.3%	9%	0%	1%	3	-13%	-2%	-9%	-3%
O=[N+]([O-])c1ccc(/C=N/n2cn[nH]c2=S)cc1	0%	-1.0%	-3%	4%	5%	-1	-5%	0%	-11%	-14%
CCN(CC)C(=O)CSc1nc2sc(C)c(C)c2c(=O)[nH]1	-1%	-0.1%	6%	1%	1%	-1	4%	-29%	2%	?
CN(C)CCCn1c(N)c(C#N)c2nc(C#N)c(C#N)nc21	-8%	0.2%	30%	-2%	-8%	-5	-19%	-63%	2%	?
COc1ccc(-n2c(-c3ccc(Br)cc3)c[n+]3c2CCC3)cc1	-1%	-0.3%	2%	-8%	1%	3	-52%[inhibitor]	-63%	3%	1.8µM*
CCC1(c2ccc(F)cc2)NC(=O)N(CC(=O)N2CCN(C(=O)c3ccco3)CC2)C1=O (centres undefined)	0%	-0.2%	/	4%	-5%	/	-12%	-46%	-6%	11%
Cc1nnc(SC(C)C(=O)NC2CCCCC2)[nH]c1=O (centres undefined)	?	/	/	-2%	/	/	-16%	6%	/	/
COC(=O)c1ccc(N=CC2=C(O)CC(c3ccccc3)CC2=O)cc1 (centres undefined)	-2%	-0.6%	2%	-1%	5%	-9	21%	4%	-3%	17%
O=c1c(Cl)c(N2CCN(S(=O)(=O)c3ccccc3)CC2)cnn1-c1ccccc1	-1%	-0.7%	-14%	-1%[46.1 µM]	0%	2	28%	5%	-2%	7%
O=C(O)c1cc(S(=O)(=O)N(Cc2ccccc2)c2ccc(Cl)cc2)ccc1Cl	-4%	3.3%	25%	0%	-5%	0	-14%	-5%	1%	?
CCC(=O)NCc1ccc2[nH]c(C)cc2c1	-6%	-0.2%	-12%	-4%	3%	1	-17%	1%	0%	4%
COCCCNc1oc(-c2cccs2)nc1S(=O)(=O)c1ccc(C)cc1	-1%	-0.4%	12%	-17%	14%	20	?	-4%	-5%	?

Profiles from above.
Cn1c(-c2cnn(-c3ccccc3)c2-n2cccc2)n[nH]c1=S reads TSG101-PTAP inh = -2%; B2AR arrestin = -0.3%; MLL CXXC-DNA inh = 9%; TCR act = 0%; p53 reactivator = 1%; TRPV1 ag = 3; a7 integrin act = -13%; BRCA1 expr act = -2%; A-T KAP1 phos = -9%; ELG1 DNA repair = -3%
O=[N+]([O-])c1ccc(/C=N/n2cn[nH]c2=S)cc1 reads TSG101-PTAP inh = 0%; B2AR arrestin = -1.0%; MLL CXXC-DNA inh = -3%; TCR act = 4%; p53 reactivator = 5%; TRPV1 ag = -1; a7 integrin act = -5%; BRCA1 expr act = 0%; A-T KAP1 phos = -11%; ELG1 DNA repair = -14%
CCC(=O)NCc1ccc2[nH]c(C)cc2c1 reads TSG101-PTAP inh = -6%; B2AR arrestin = -0.2%; MLL CXXC-DNA inh = -12%; TCR act = -4%; p53 reactivator = 3%; TRPV1 ag = 1; a7 integrin act = -17%; BRCA1 expr act = 1%; A-T KAP1 phos = 0%; ELG1 DNA repair = 4%

(cont.)
SMILES	TSG101-PTAP inh	B2AR arrestin	MLL CXXC-DNA inh	TCR act	p53 reactivator	TRPV1 ag	a7 integrin act	BRCA1 expr act	A-T KAP1 phos	ELG1 DNA repair
CCN(CC)S(=O)(=O)c1ccc(N=NC2=C(O)CC(C)(C)CC2=O)cc1	1%	0.1%	?	3%[46.1 µM]	12%	-1	-22%	-4%	-8%	13%
CC(=O)c1ccc(OCCCC(=O)NCCc2ccc(C(F)(F)F)cc2)cc1	0%	0.0%	21%	-8%	0%	8	-17%	-6%	-3%	-11%
Cc1cccc(NC(=O)c2cccc(S(=O)(=O)N3CCc4ccccc4C3)c2)n1	-2%	0.1%	/	2%	-4%	?	-21%	-28%	4%	?
COC(=O)c1ccc(NC(=O)c2ccc3c(c2)NC(=O)C2CCCN32)cc1 (centres undefined)	/	0.2%	/	/	-1%	-2	/	/	4%	?
COc1ccc(S(=O)(=O)NCCC(=O)NC2CCCCCCC2)cc1	-13%	-0.1%	?	3%[46.1 µM]	-1%	1	-14%	-22%	3%	-30%
CCOc1ccc(NC(=S)NC(=O)/C=C/c2ccc(OC)c(OC)c2)c([N+](=O)[O-])c1	-8%	0.2%	15%	-3%	5%	/	0%	-33%	8%	?
O=C(CN1CCN(c2ccccc2F)CC1)c1ccc2c(c1)OCO2	-4%	-0.5%	-1%	1%	?	0	-5%	36%	-2%	?
Cc1ccc(C(=O)NNc2ncnc3ccccc23)cc1	1%	-0.4%	-4%	-2%	11%	-9	3%	47%	-6%	?
Cc1ccc(S(=O)(=O)NCCCC(=O)O)cc1	-5%	0.2%	4%	-4%	-1%	3	-31%	5%	6%	2%
Cc1ccc(C(=O)N2CCN(S(=O)(=O)N3CCCCC3)CC2)cc1	-1%	-0.1%	-1%	0%	-1%	2	2%	0%	-5%	-14%
CSCC[C@H](NC(=O)Nc1ccc(C)cc1)C(=O)O	-1%	-1.3%	7%	1%	7%	-5	24%	3%	7%	0%
COc1ccc(NC(=O)CN(c2ccc(Cl)cc2)S(C)(=O)=O)cc1OC	-9%	3.3%	?	4%	/	2	-15%	-16%	2%	10%
CCCOC(=O)c1ccc(NC(=O)COC(=O)C2CCN(c3ccc(C(F)(F)F)cn3)CC2)cc1	3%	/	/	-8%	/	/	-41%	57%	/	/
COc1ccc(CNc2ccc3c(c2)CCC3)cc1Br	-4%	0.0%	15%	9%	/	11	-38%	9%	-1%	?
FC(F)(F)c1cccc(NC(=S)N2CCN(c3cccc(C(F)(F)F)c3)CC2)c1	-8%	-1.2%	-1%	2%	17%	22	-18%	-41%	-5%	15%
Cc1csc(Nc2ccc(Cl)cc2)n1	-5%	-0.8%	27%	/	7%	4	-2%	?	2%	?
Cc1ccc(NS(=O)(=O)c2cccc(C(=O)NC3CC3)c2)c(C)c1	-6%	0.2%	/	2%	0%	/	12%	-17%	-1%	0%
Cc1cccc(Nc2nc(OCC#N)nc(N(C)C)n2)c1	-6%	-0.4%	-1%	-4%	/	4	27%	-29%	0%	-6%
CCCCN(C(=O)CSc1nc(CCC)cc(=O)[nH]1)c1c(N)n(Cc2ccccc2)c(=O)[nH]c1=O	-5%	-0.9%	/	-1%	4%	/	22%	18%	-5%	3%
CN(C)C(CNC(=O)Cc1cccc(C(F)(F)F)c1)c1ccccc1 (centres undefined)	-2%	-0.3%	5%	6%	0%	10	6%	-16%	11%	2%
CCCCn1c(N)c(N(CC)C(=O)c2cccc(S(=O)(=O)N3CCCc4ccccc43)c2)c(=O)[nH]c1=O	-6%	-0.1%	/	14%	6%	4	4%	4%	-2%	8%

Single entries from the list.
TRPV1 ag, COc1ccc(CNc2ccc3c(c2)CCC3)cc1Br = 11
B2AR arrestin, Cc1ccc(NS(=O)(=O)c2cccc(C(=O)NC3CC3)c2)c(C)c1 = 0.2%
